UHRF1 MBD2 ctr = UHRF1 methyl-DNA binding inhibition | Q96T88 | UHRF1 binding to methylated oligo, TR-FRET | inhibition, % at 4.4 µM | 370,000 compounds, 0.75% hits | AID 687016; in the data active = inhibition above about 21%;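 also: UHRF1 SRA domain binding a hemimethylated CpG hairpin DNA probe; 0% = median of test compound wells and 100% = reference inhibitor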
MBD2 inh = MBD2-methylated oligo binding inhibition | TR-FRET, MBD2 binding to methylated oligonucleotide | inhibition, % at 4.4 µM | 370,000 compounds, 0.31% hits | Q9UBB5; in the data active = inhibition above about 13%
Target sequence (Q9UBB5 whole entry, looked up): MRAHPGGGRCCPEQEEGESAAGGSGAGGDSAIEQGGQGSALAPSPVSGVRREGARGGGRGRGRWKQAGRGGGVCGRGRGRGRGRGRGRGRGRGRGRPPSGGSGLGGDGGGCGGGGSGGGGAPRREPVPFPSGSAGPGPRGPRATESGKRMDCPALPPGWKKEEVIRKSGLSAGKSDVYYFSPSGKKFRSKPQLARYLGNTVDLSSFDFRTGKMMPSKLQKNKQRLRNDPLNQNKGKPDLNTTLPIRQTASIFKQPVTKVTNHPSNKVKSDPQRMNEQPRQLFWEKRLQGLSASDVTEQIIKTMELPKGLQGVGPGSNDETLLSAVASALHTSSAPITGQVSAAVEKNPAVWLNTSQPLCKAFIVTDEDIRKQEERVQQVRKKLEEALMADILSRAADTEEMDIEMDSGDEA
KLK7 zymogen act = proKLK7 (human) activation, primary screen. P49862. purified proKLK7, EDANS-DABCYL substrate fluorescence; 100% is mature enzyme control, 0% vehicle. activation, % at 7 µM. 370,000 compounds, 0.9% hits. AID 652039;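 active = activation above the mean of all tested compounds plus 3 SD, computed per campaign excluding outliers beyond control limits, cut at about 13% in these data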
LEDGF integ inh = blocks HIV-1 LEDGF/p75-dependent DNA integration. 370,000 compounds, 0.64% hits. TR-FRET IN-LEDGF/p75 DNA integration, Eu/Cy5. inhibition, % at 3.7 µM;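 active = inhibition above the screen-wide mean plus 3 SD, cut at about 13% in these data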;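 also: signal is the Cy5 over europium emission ratio at 671 and 618 nm; 0% = plate median of compound wells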
SIAE inh = inhibitors of human sialic acid acetylesterase SIAE; AID 1053197; Q9HAT2; inhibition, % at 9.66 µM; SIAE FP-Rh probe binding, fluorescence polarization; 370,000 compounds, 0.69% hits;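 active = inhibition above a cutoff: mean of compounds within the control limits plus 3 SD of those, cut at about 17% in these data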;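 also: 0% = plate median of compound wells and 100% = probe without SIAE protein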
PRMT1 inh = inhibitors of human PRMT1; Q99873; recombinant PRMT1, activity-based probe fluorescence polarization; inhibition, % at 2.79 µM; 370,000 compounds, 1.3% hits; AID 652257;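 active = inhibition above about 21% made by adding two undisclosed values, limit read from the data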
Tn7 DDE FP = disrupts Tn7 cyclic peptide binding to fibrin D-Dimer-E complex | P02675 | FP displacement of FITC-Tn7 peptide from fibrin DD(E); 0% = median of compound wells per plate | inhibition, % at 8.3 µM | 370,000 compounds, 0.13% hits;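 active = inhibition above the mean of compounds falling within the control limits plus 3 SD of them, cut at about 14% in these data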;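 also: 0% = plate median of compound wells and 100% = 10 µM Aha-Tn7 peptide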
Target sequence (P02675 whole entry, looked up): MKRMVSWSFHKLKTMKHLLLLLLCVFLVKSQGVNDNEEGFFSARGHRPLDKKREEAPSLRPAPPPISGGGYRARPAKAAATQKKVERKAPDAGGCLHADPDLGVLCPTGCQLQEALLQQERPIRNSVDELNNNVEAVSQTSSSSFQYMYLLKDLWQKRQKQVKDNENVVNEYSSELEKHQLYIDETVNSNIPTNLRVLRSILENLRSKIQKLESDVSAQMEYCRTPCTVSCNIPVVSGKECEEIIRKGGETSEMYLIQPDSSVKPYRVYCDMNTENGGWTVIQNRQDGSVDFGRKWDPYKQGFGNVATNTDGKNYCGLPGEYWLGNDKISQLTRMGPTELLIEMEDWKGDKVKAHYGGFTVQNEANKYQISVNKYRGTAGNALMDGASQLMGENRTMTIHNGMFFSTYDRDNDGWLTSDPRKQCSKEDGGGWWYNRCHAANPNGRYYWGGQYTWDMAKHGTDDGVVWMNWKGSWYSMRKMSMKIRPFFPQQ
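Also added: labelled Tn7 tracer, 0.1 µM; Assay system: human fibrin DD(E) protein; Amount: 2 µM fibrin DD(E); Schedule: 10 min compound pre-incubation, 3 h probe incubation at room temperature; Repeats: one replicate per compound; Read-out basis: percent inhibition; Measured by: fluorescence polarization of the labelled Tn7 tracer.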
TCR-CD3 inh = inhibitors of human TCR-CD3 interaction; inhibition, % at 9.4 µM; 360,000 compounds, 0.37% hits; AID 651800; TAMRA-labeled TCR probe fluorescence, biochemical; in the data active = inhibition above about 19%;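 also: recombinant mutant TCR 2C K166C tagged with TAMRA read by polarization; 0% = receptor in buffer alone and 100% = receptor with positive control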
TDP2 absorb = blocks human TDP2 phosphodiesterase activity. inhibition, % at 12.8 µM. AID 720702. recombinant TDP2, T5PNP hydrolysis, p-nitrophenol absorbance 415 nm. 370,000 compounds, 0.34% hits. O95551;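 active = inhibition above the mean of all tested compounds plus 3 SD, set per campaign, cut at about 25% in these data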;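 also: 0% = DMSO with enzyme and 100% = buffer with substrate but no TDP2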
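Test system: Human TDP2 enzyme | Reagent: 5 mM T5PNP | Compound dosing: 12.8 µM single point, 1% DMSO | Incubation: Enzyme reaction with compound for 2 h at 37 °C | Technique: p-Nitrophenol epi absorbance | Read-out: % inhibition relative to enzyme-containing and enzyme-free wells | Benchmarks: High control without enzyme, low control DMSO plus TDP2 | Replicates: Singlicate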
Tn6 DDE FP = DD(E)-Tn6 binding inhibition, primary FP screen | AID 720509 | Fibrin DD(E) TRITC-Tn6 fluorescence polarization displacement | P02675 | 370,000 compounds, 0.21% hits | inhibition, % at 8.3 µM;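 active = inhibition above a per-campaign cutoff: mean of compounds within control limits plus 3 SD, cut at about 15% in these data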;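 also: 0% = median of all compound wells on the plate and 100% = blocking peptide control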
Numbers without * were called inactive; x = no result given; & = joins results of further samples.

SMILES | UHRF1 MBD2 ctr | MBD2 inh | KLK7 zymogen act | LEDGF integ inh | SIAE inh | PRMT1 inh | Tn7 DDE FP | TCR-CD3 inh | TDP2 absorb | Tn6 DDE FP
COc1ccc(C(=O)c2nc3ccccc3n2C(C)C)cc1OC | 1 | 0 | -0.2 | -1 | -8 | -4 | 0 | 0 | 5 | 1
Brc1csc(N2CCNCC2)n1 | 0 | 0 | x | 0 | 0 | 3 | 6 | x | 3 | 4
CCc1nc2ccc(Br)cc2c(=O)n1-c1ccccc1C(F)(F)F | -2 | -2 | 0.0 | 1 | -9 | 1 | -7 | 3 | -7 | 0
c1ccc2c(c1)CNCc1cnnn1-2 | 1 | 1 | -0.8 | 1 | -28 | 0 | -3 | -9 | 2 | -7
Brc1cc2c(cc1CN1CCN(c3ccccc3)CC1)OCCO2 | 1 | 2 | 0.5 | -2 | -2 | 0 | -3 | -3 | 2 | 0
O=C(CNC(=O)c1ccccc1Cl)Nc1ccc(Br)cc1C(=O)c1ccccc1 | -2 | -5 | 0.0 | 5 | -4 | -2 | 3 | 8 | 3 | -1
Cc1ccnc(-n2c(-c3ccco3)nc3ccccc3c2=O)c1 | 0 | -5 | 0.2 | 3 | 1 | -3 | -1 | 7 | -2 | 4
Cc1ccc2c(c1)N(CCC(=O)N1CCC3(CC1)OCCO3)C(=O)C(C)O2 (centres undefined) | 0 | 3 | -0.5 | 0 | -4 | -1 | -1 | 4 | -7 | 9
COC(=O)C(Cc1ccc(N(CCCl)CCCl)cc1)N=Cc1ccccc1O (centres undefined) | 0 | 1 | 0.4 | -6 | 0 | -2 | 1 | 3 | 12 | 1
COC(=O)C1=C(c2ccc(S(C)(=O)=O)cc2)C[C@@H]2CC[C@H]1N2C | -4 | -2 | -0.3 | 0 | 8 | -2 | -1 | 4 | 1 | 9
Nc1cc(C(=O)Nc2ccc(Cl)cc2)ccc1N1CC2CC(C1)c1cccc(=O)n1C2 (centres undefined) | -2 | 2 | 0.8 | 4 | 6 | -5 | 3 | 2 | -12 | -3
CC(=O)OC[C@]12CCC(C)=C[C@H]1O[C@@H]1[C@H](O)[C@@H](OC(C)=O)[C@@]2(C)[C@]12CO2 | 0 | -2 | 0.0 | -1 | -3 | -4 | -7 | -10 | 4 | 5
O=C(CNC1CCCCC1)N1CCC2(CC1)OCCO2 | -1 | 4 | 0.2 | -1 | 12 | -2 | -1 | -5 | 5 | 6
COc1ccc(-n2c(/C=C3/C(=O)Nc4ccccc43)nc3ccccc3c2=O)cc1 | -3 | 3 | -0.2 | 1 | -5 | 0 | 4 | 4 | 13 | 4
O=C(Cc1cc(=O)oc2cc(O)ccc12)NN=Cc1ccc(N(CCCl)CCCl)cc1 | 2 | 6 | 119* | -6 | 0 | 8 | 5 | -10 | -2 | -8
CCC(C)C(=O)N[C@@H](c1ccccc1)[C@@H](O)C(=O)O[C@H]1C[C@@]2(O)[C@@H](OC(=O)c3ccccc3)C3[C@](C)(C(=O)[C@H](OC(C)=O)C(=C1C)C2(C)C)[C@@H](O)C[C@H]1OC[C@@]31OC(C)=O (some centres undefined) | 3 | -3 | -0.1 | -3 | 0 | -1 | -9 | 2 | -6 | 0
O=C1NC(=S)N(C2CC2)C(=O)/C1=C/c1ccc2c(c1)CCN2CCCCl | 2 | 1 | 0.2 | 8 | -8 | 35* | -1 | -3 | 1 | 4
CC1CN2C(=O)C1(c1ccccc1)C(=O)NC2=S (centres undefined) | 15 | 6 | 0.4 | 0 | 5 | 1 | -2 | 8 | 7 | -3
COC(=O)C1=C(c2cccc(OCc3ccccc3)c2)C[C@@H]2CC[C@H]1N2C(=O)NCc1cccc(C(F)(F)F)c1 | -3 | -1 | 0.9 | 0 | -9 | 0 | 6 | 0 | -1 | -3
COc1cc2c(cc1OC)C(C(=O)NCCC(C)C)C1CCCCN1C2=O (centres undefined) | 1 | 4 | -0.6 | -3 | 5 | -1 | 6 | 2 | -4 | 2
NCCc1c(Cc2ccccc2)[nH]c2ccccc12 | -4 | -1 | -0.8 | -4 | 7 | 1 | -3 | -1 | 8 | -4
Cc1cc(Cl)ccc1OCC(=O)N1CCN(C)CC1 | 3 | -5 | 0.1 | 5 | -1 | 1 | 2 | -8 | 5 | -1
O=C(CNC(=O)c1ccc(Br)cc1)Nc1ccc(Br)cc1C(=O)c1ccccc1 | 2 | 1 | 0.6 | -3 | -11 | 0 | 0 | -4 | -2 | 8
CCOC(=O)N1CCC(NC(=O)CCc2nc(C3=CCN(C)CC3)no2)CC1 | -3&-1 | 7&-5 | -1.1&0.6 | 8&9 | -6&-5 | -7&-2 | -6&-3 | 9&3 | -3&-9 | 4&-4
CCOC(=O)CC(SP1(=S)OCC2(CCCCO2)C(C2CCCCO2)O1)C(=O)OCC (centres undefined) | 2 | 4 | 0.2 | 1 | 6 | 55* | -1 | -6 | -8 | 5
CC12C(C(=O)O)C1(c1ccccc1)C2C(=O)O (centres undefined) | 3 | 0 | -0.6 | 2 | -1 | -1 | -4 | -5 | -9 | 2
CCC(=O)OC1(c2ccccc2)C(C)CN(C)CC1C (centres undefined) | 1 | -1 | -0.9 | -3 | 1 | 0 | -6 | -5 | 5 | -3
COc1ccccc1OCC(=O)N1CCN(Cc2ccc3c(c2)OCO3)CC1 | -2 | -2 | 0.0 | 4 | 10 | -2 | 0 | 6 | -9 | -1
C=CCn1c(O)c(C(C)=NCCc2ccccc2)c(=O)[nH]c1=O | -1 | 1 | 0.7 | -3 | 13 | 0 | 5 | -3 | 7 | -4
CC1CCCC(C)N1/N=C/c1c[nH]c2ccc(Br)cc12 (centres undefined) | 3 | 0 | 0.1 | 4 | 5 | -4 | -2 | 3 | -7 | -1
C[N+](C)(C)CC#CCOC(=O)Nc1cccc(Cl)c1 | -2 | 2 | -0.1 | 6 | 2 | -2 | -3 | 4 | 5 | 2
CCC1C2Cc3ccc(O)cc3C1(CC)CCN2C (centres undefined) | 0 | 2 | 0.1 | -1 | 13 | 0 | 1 | -2 | 14 | 3
Cc1ccc(S(=O)(=O)N(C)CCCC(=O)N2CCN(c3ccccn3)CC2)cc1 | 2 | 5 | -0.2 | 2 | 1 | 2 | 7 | 4 | 5 | 5
COc1ccc2nc3oc(C(=O)N4CCC5(CC4)OCCO5)cc3cc2c1 | -4 | -1 | 5.2 | 2 | 2 | 0 | -5 | -1 | 9 | 3
COc1ccc(CC(C)NCCc2ccc(OC)c(OC)c2)cc1 (centres undefined) | 2 | -5 | 0.0 | 1 | -3 | 1 | 2 | -17 | -27 | 10
O=c1oc2ccccc2c(O)c1[C@H]1c2ccc(O)cc2Oc2c1c(=O)oc1ccccc21 | 2 | -7 | -0.1 | 5 | -5 | 3 | 4 | -3 | 9 | -9
CN(C)CCNC(=O)c1cccn(Cc2cc(C(F)(F)F)cc(C(F)(F)F)c2)c1=O | 0 | -1 | 2.7 | -4 | -1 | 2 | 9 | -3 | -4 | 1
CC(NCc1cccc(Cl)c1Cl)C(O)c1ccccc1 (centres undefined) | -3 | 3 | -0.3 | 2 | -1 | -2 | 6 | 1 | -9 | 5
Cc1ccc(C)c(NC(=S)NCCc2cnc[nH]2)c1 | 2 | 4 | -0.7 | 2 | 4 | -1 | -1 | 2 | -5 | -1
Clc1ccc(CNCCc2ccc3c(c2)OCO3)cc1 | -1 | 0 | 0.2 | 3 | 4 | -4 | 0 | -1 | 8 | -4

Some values from above:
CCC1C2Cc3ccc(O)cc3C1(CC)CCN2C (centres undefined) in KLK7 zymogen act → 0.1
CCOC(=O)N1CCC(NC(=O)CCc2nc(C3=CCN(C)CC3)no2)CC1 in MBD2 inh → 7&-5

Additional structures.
SMILES | UHRF1 MBD2 ctr | MBD2 inh | KLK7 zymogen act | LEDGF integ inh | SIAE inh | PRMT1 inh | Tn7 DDE FP | TCR-CD3 inh | TDP2 absorb | Tn6 DDE FP
O=c1[nH]c2c(c(=O)n1C1CCCCC1)CCC2 | 0 | -6 | 0.7 | 5 | -5 | 1 | 1 | -1 | 0 | 5
O=C1NC(=O)C(CCc2ccncc2)(CCc2ccncc2)C(=O)N1Cc1ccc(F)cc1 | 1 | 8 | -0.2 | 4 | -7 | -2 | -3 | 1 | 0 | -2
COc1ccc(Cn2c(N)c(C(=O)NCc3ccco3)c3nc4ccccc4nc32)cc1 | -7 | 2 | -72 | 1 | -6 | 7 | -4 | 1 | 7 | 1
NCCc1c[nH]c2ccc(O)cc12 | -1 | 1 | 1.8 | -1 | 11 | -1 | 7 | 10 | -2 | 5
Cc1cccc(Cn2cc(C=O)c3ccccc32)c1 | -1 | 1 | 0.5 | -1 | 1 | 1 | 3 | -2 | -2 | -1
CN1C(=O)/C(=C\c2ccc(Br)s2)C(=O)NC1=S | -1 | 0 | 0.3 | -1 | -45 | 0 | -1 | -13 | 0 | 3
CCCCCCn1c(=O)c(C(=O)Nc2cnccn2)c(O)c2ccccc21 | 0 | -4 | 0.1 | 4 | -5 | 2 | -11 | 7 | 0 | -2
Cc1ccccc1N1C(=O)NC(=O)/C(=C\c2cc(C)n(C)c2C)C1=O | -2 | -3 | 0.1 | 2 | 2 | 1 | -3 | 2 | -2 | -2
Cc1ccc(-n2c(O)c(/C=N/NC(=O)c3ccncc3)c(=O)[nH]c2=O)cc1 | 2 | 5 | -0.8 | 1 | -6 | 2 | -2 | -2 | 0 | 0
O=C1C2CC(CN3CCCCC23)C2CCCCN12 (centres undefined) | 1 | -2 | -0.9 | -4 | 2 | 1 | 2 | -2 | -4 | 5
Clc1ccc2sc(C3CCNCC3)nc2c1 | -1 | 1 | -0.5 | -3 | 2 | 4 | 7 | -1 | -10 | 7
COC(=O)C1=C(c2ccc(F)cc2F)C[C@@H]2CC[C@H]1N2C(=O)NCCCOC(C)C | -3 | 3 | 0.1 | -1 | 2 | 0 | -1 | -2 | 3 | 7
COc1ccc(CN2Cc3cc(-c4cccc(F)c4)ccc3-n3nncc3C2)cc1 | 0 | -2 | 0.0 | 4 | -1 | -1 | -1 | 8 | -5 | 12
Cc1[nH]c2ccc(OCc3ccccc3)cc2c1CCN | 0 | 2 | -0.5 | 1 | 4 | -4 | -4 | -2 | -15 | -4
O=c1[nH]c(=O)n(CCc2ccccc2)c(O)c1C=NCCN1CCNCC1 | 2 | -3 | -0.5 | 0 | -2 | 2 | -7 | 5 | -5 | 0
CCCCCC[N+](=O)[O-] | 1 | 3 | -0.3 | 0 | -1 | 0 | 3 | 2 | 1 | -8
Cc1c(Cl)cccc1NC(=S)N1CC2CC(C1)c1cccc(=O)n1C2 (centres undefined) | 6 | 7 | -0.3 | 3 | 2 | 0 | -3 | -3 | -6 | -1

Screening results from PubChem BioAssay.

A portion of the library; count on the stated rates, not on these rows.
